# Assay outcomes as filed in PubChem BioAssay.
# NCI-60 one-dose screen, 48 h, at 10 µM unless noted. Numbers give growth in % (100 = growth as untreated, 0 = no growth, -100 = all killed).
# SK-MEL-5 – SK-MEL-5 melanoma; 6.4% of 80,000 active
# UACC-257 – UACC-257 melanoma. 4.4% of 78,000 active. AID 1794764
# MDA-MB-435 – MDA-MB-435 melanoma. 7.8% of 82,000 active
# MALME-3M – MALME-3M melanoma; 5.8% of 78,000 active; AID 1794766
# SK-MEL-28 – SK-MEL-28 melanoma; 4.1% of 81,000 active
# UACC-62 – UACC-62 melanoma. 5.4% of 81,000 active
# M14 – M14 melanoma. 6.2% of 80,000 active. AID 1794745
# SK-MEL-2 – SK-MEL-2 melanoma; 4.7% of 77,000 active; AID 1794763
# Active calls of the source: *; . = not tested or not shown; & = joins results of further samples. The calls were made as follows: active = growth percent below 10; inactive = the rest. Hits appear at their usual frequency; any-hit rate near 11%.
item	SMILES	SK-MEL-5	UACC-257	MDA-MB-435	MALME-3M	SK-MEL-28	UACC-62	M14	SK-MEL-2
1	CC(=O)Oc1ccccc1C(=O)Oc1ccccc1	110	90	.	98	118	94	106	98
2	COC(=O)C1CCC(=O)CC1	106	103	107	111	117	100	103	109
3	N#CC(CCc1ccccc1[N+](=O)[O-])(CCc1ccccc1[N+](=O)[O-])C(N)=O	98	86	.	94	115	79	95	109
4	N#C/C(=C\c1c2ccccc2cc2ccccc12)C(N)=O	98	107	98	92	96	81	103	102
5	CN1CCN(Cc2ccc(NC(=O)c3[nH]ncc3Nc3cc(OC4CCCC4)ncn3)cc2)CC1	14	48	42	65	53	29	20	49
6	Clc1ccc(CSc2nc3ccccc3[nH]2)cc1	96	.	86	494	88	62	63	90
7	O=C1NC(=S)NC(=O)C1Nc1ccc(Br)cc1	96	97	92	104	103	71	62	118
8	CCNC(=O)N1CCc2cc(OC)c(OCCc3ccc(OC)cc3)cc2C1c1ccc([N+](=O)[O-])cc1C (centres undefined)	0.5*	47	14	64	48	30	23	22
9	c1ccc2c(c1)ncn2-c1nc2ccccc2n2c1nc1ccccc12	56	104	102	128	107	77	91	104
10	CNC(c1ccccc1)C(C)(C)O (centres undefined)	106	.	.	100	109	101	102	97
11	Cn1cc(-c2noc(C(=O)c3cn(C)c4ncccc34)n2)c2ccccc21	88	103	73	73	100	92	99	107
12	Cc1ccc(C)c(S(=O)(=O)c2ccccc2)c1	96&99	96&98	100&102	87&120	104&118	100&98	94&120	110&150
13	O=C/C=C/C=C/C=C/c1ccccc1	100	107	109	111	108	99	103	100
14	CSc1nc2nnc(N)c(=O)n2[nH]1	106	95	98	93	101	101	93	93
15	c1ccc(N=NC2=NN(c3ccccc3)CS2)cc1	96	97	105	90	102	91	99	108
16	COC(=O)[C@H]1[C@H]2C[C@@H]3c4[nH]c5cc(OC)ccc5c4CCN3C[C@H]2C[C@@H](OC(=O)c2cc(OC)c(OC)c(OC)c2)[C@@H]1OC	66	78	88	.	87	.	91	114
17	CC1(C)CC[C@]23CC[C@]4(C)[C@H](CC[C@@H]5[C@@]6(C)CC[C@H](NCO)C(C)(C)[C@@H]6CC[C@]54C)[C@H]2[C@H]1OC3	98	103	39	93	89	100	36	97
18	O=C(N/N=C/c1ccc2c(c1)CCC2)c1cccc([N+](=O)[O-])c1	96	107	72	92	97	82	98	102
19	CCOC(=O)C(Cl)(C(=O)OCC)C(=O)OCC	101	103	103	106	114	100	108	107
20	O=[N+]([O-])c1ccc(S(=O)(=O)NCNS(=O)(=O)c2ccc([N+](=O)[O-])cc2)cc1	106	94	101	111	104	99	103	97
21	CNC(=O)c1[nH]cc(-c2ccccc2)c1-c1ccccc1O	96	90	98	90	105	91	102	98
22	Cc1ccc(S(=O)(=O)OCC(=O)Nc2ccc(C(=O)O)c(O)c2)cc1	96	.	114	106	99	100	95	39
23	COc1ccc(/C=N/NC(=O)c2[nH]c3ccc(Br)cc3c2-c2ccccc2)o1	-29*	54	-17*	52	63	44	-1.4*	-13*
24	CC(=O)O[C@H]1C[C@@]2(C)[C@@H](C/C(=N/O)[C@H]3[C@@]4(C)CCNC(=O)[C@@H](C)[C@@H]4CC[C@@]32C)/C1=C(\CCC=C(C)C)C(=O)O	102	102	103	94	105	92	104	103
25	CN(C)CCOc1ccc(NC(=O)c2cncc(C#Cc3cnc4cccnn34)c2)cc1C(F)(F)F	99	100	105	99	110	111	112	98
26	CN1CCN(Cc2ccc(/C=N/Nc3ccnc4cc(Cl)ccc34)cc2)CC1	94	111	94	95	98	104	97	113
27	NNC(=O)c1cccc(N)c1	99	96	93	91	102	103	105	96
28	CC(=O)OCC[N+](C)(C)C	101&100	96&106	103&108	104&109	104&109	97&91	101&103	101&96
29	O=C1Nc2ccccc2/C1=C/c1ccc(Cl)s1	85	93	109	98	102	92	97	96
30	NC(=N\N=C/c1ccc(O)cc1O)/C(N)=N\N=C/c1ccc(O)cc1O	95	178	103	91	.	97	102	108
31	CC1=NCCC2NC(=O)NC(C)=C12 (centres undefined)	.	102	100	94	108	95	100	105
32	Clc1cccc(Cl)c1Nc1ccc2nnc(-c3ccncc3)n2n1	100	98	104	98	105	106	99	104
33	Oc1ccc(-c2ccc3c(c2)ncn3-c2cccc(F)c2)cc1	96	91	81	107	108	98	94	99
34	Cc1ccc(S(=O)(=O)N/N=C/c2cccs2)cc1	96	.	95	88	99	108	115	106
35	O=Cc1ccc(-n2cc(Cc3ccccc3Cc3cn(-c4ccc(C=O)cc4)nn3)nn2)cc1	97	100	104	98	104	87	102	92
36	COc1ccc(C2CC(c3cccc(Nc4nc(Cl)nc5cc(OC)c(OC)cc45)c3)=NN2C(C)=O)cc1 (centres undefined)	79	102	95	89	94	88	88	98
37	COc1ccc(OC)c(NC(=O)c2sc3nc4c(cc3c2N)C(=O)CCC4)c1	66	94	28	86	84	75	94	94
38	COc1cc(C2CC(c3ccc(Nc4ccnc5cc(Cl)ccc45)cc3)=NN2C(C)=O)cc(OC)c1OC (centres undefined)	45	99	41	73	86	73	84	87
39	CC(C)C1=CC[C@H]2C(=C1)CC[C@@H]1[C@]2(C)CCC[C@@]1(C)C(=O)O	99	.	87	105	110	95	93	113
40	O=C(/C=C/c1ccccc1)n1c(-c2ccccc2)nc2ccccc21	97	92	100	112	108	103	104	112
41	O=C1/C(=C/c2ccncc2)CCCc2ccccc21	77	94	90	75	93	93	94	112
42	NS(=O)(=O)c1ccc(-n2ncc(NC(=O)Nc3ccc(Cl)cc3)c2-c2ccccc2)cc1	100	93	105	102	114	97	97	97
43	O=C(c1ccc(O)cc1)C1[C@H](c2ccc(Cl)cc2)[C@@H](c2ccccc2)NC12C(=O)Nc1ccc(Cl)cc12 (some centres undefined)	67	63	40	74	76	54	48	57
44	CC(C)OC(CCCl)c1ccc(Cl)cc1 (centres undefined)	110	102	111	102	110	105	101	96
45	CCCCC1=CC(=O)CCC1	99	94	110	104	105	99	102	92
46	Cc1ccc(/C=C/c2c(C(=O)/C=C/c3ccccc3)c(C)nc3ccccc23)cc1	32	12	-45*	-1.9*	24	29	18	2.3*
47	COC(=O)c1cnc2c(c1)Oc1ccccc1-c1cc(CN3CCCCC3)nn1-2	93	111	102	98	103	89	96	107
48	CCOc1ccc(-n2cc(CSc3nnc(Cn4c(C(F)(F)F)nc5ccccc54)o3)nn2)cc1	101	81	107	78	111	95	97	71
49	CN(C)c1ccc(-c2nc(-c3ccccc3)c(-c3ccccc3)[nH]2)cc1	100	110	90	107	103	98	83	84
50	Cc1cc(C#Cc2ccc(C(C)(C)C)cc2)ccc1-n1c(/C=C/c2ccc3ccccc3c2)nc2ccccc2c1=O	109	103	99	97	109	100	96	124

# 17 entries from above, with two lines to a compound:
# Values run as follows: SK-MEL-5, UACC-257, MDA-MB-435, MALME-3M, SK-MEL-28, UACC-62, M14, SK-MEL-2
26: CN1CCN(Cc2ccc(/C=N/Nc3ccnc4cc(Cl)ccc34)cc2)CC1
  94, 111, 94, 95, 98, 104, 97, 113
27: NNC(=O)c1cccc(N)c1
  99, 96, 93, 91, 102, 103, 105, 96
28: CC(=O)OCC[N+](C)(C)C
  101&100, 96&106, 103&108, 104&109, 104&109, 97&91, 101&103, 101&96
29: O=C1Nc2ccccc2/C1=C/c1ccc(Cl)s1
  85, 93, 109, 98, 102, 92, 97, 96
30: NC(=N\N=C/c1ccc(O)cc1O)/C(N)=N\N=C/c1ccc(O)cc1O
  95, 178, 103, 91, ., 97, 102, 108
31: CC1=NCCC2NC(=O)NC(C)=C12 (centres undefined)
  ., 102, 100, 94, 108, 95, 100, 105
32: Clc1cccc(Cl)c1Nc1ccc2nnc(-c3ccncc3)n2n1
  100, 98, 104, 98, 105, 106, 99, 104
33: Oc1ccc(-c2ccc3c(c2)ncn3-c2cccc(F)c2)cc1
  96, 91, 81, 107, 108, 98, 94, 99
34: Cc1ccc(S(=O)(=O)N/N=C/c2cccs2)cc1
  96, ., 95, 88, 99, 108, 115, 106
35: O=Cc1ccc(-n2cc(Cc3ccccc3Cc3cn(-c4ccc(C=O)cc4)nn3)nn2)cc1
  97, 100, 104, 98, 104, 87, 102, 92
36: COc1ccc(C2CC(c3cccc(Nc4nc(Cl)nc5cc(OC)c(OC)cc45)c3)=NN2C(C)=O)cc1 (centres undefined)
  79, 102, 95, 89, 94, 88, 88, 98
37: COc1ccc(OC)c(NC(=O)c2sc3nc4c(cc3c2N)C(=O)CCC4)c1
  66, 94, 28, 86, 84, 75, 94, 94
38: COc1cc(C2CC(c3ccc(Nc4ccnc5cc(Cl)ccc45)cc3)=NN2C(C)=O)cc(OC)c1OC (centres undefined)
  45, 99, 41, 73, 86, 73, 84, 87
39: CC(C)C1=CC[C@H]2C(=C1)CC[C@@H]1[C@]2(C)CCC[C@@]1(C)C(=O)O
  99, ., 87, 105, 110, 95, 93, 113
40: O=C(/C=C/c1ccccc1)n1c(-c2ccccc2)nc2ccccc21
  97, 92, 100, 112, 108, 103, 104, 112
41: O=C1/C(=C/c2ccncc2)CCCc2ccccc21
  77, 94, 90, 75, 93, 93, 94, 112
42: NS(=O)(=O)c1ccc(-n2ncc(NC(=O)Nc3ccc(Cl)cc3)c2-c2ccccc2)cc1
  100, 93, 105, 102, 114, 97, 97, 97

# Continued:
item	SMILES	SK-MEL-5	UACC-257	MDA-MB-435	MALME-3M	SK-MEL-28	UACC-62	M14	SK-MEL-2
51	CCN1CCN(C(=S)SCC(=O)Nc2nc3ccc(Cl)cc3s2)CC1	82	95	109	.	102	.	109	.
52	NS(=O)(=O)CCC1CCCCC1	100	85	108	92	107	102	103	83
53	COc1ccc(C2=NOC(C(=O)N3CCCCC3)C2)cc1OC1CCCC1 (centres undefined)	98	96	105	104	110	92	102	107
54	O=C1c2ccccc2C(=O)N1CNc1ccc(Br)c(Cl)c1	96	.	95	91	96	98	107	99
55	OC(CBr)c1ccnc2ccccc12 (centres undefined)	106	100	100	96	109	95	98	93
56	Oc1ccccc1C=Nc1ccc(Cl)cn1	112	112	111	122	121	116	106	.
57	Cc1[nH]nc(C(=O)O)c1[N+](=O)[O-]	93	98	106	88	95	99	94	118
58	Nc1nc2ccc(Br)cc2o1	107	102	117	94	109	84	111	115
59	COc1ccc(C(=O)c2nc3ccccc3n2CC(=O)c2ccc(Cl)cc2)cc1	20	37	-55*	46	46	13	7.4*	63
60	CN1CCN(c2ccncc2S(=O)(=O)N2CCCC2)CC1	100	98	99	104	106	104	99	110
61	COc1ccc(-c2nnc(N3CCN(C(=O)CN4CCN(c5ccc(Cl)cc5)CC4)CC3)nc2-c2ccc(OC)cc2)cc1	51	70	68	81	87	59	71	66
62	NCc1ccnc(-c2cc3cc(Cl)c(F)c(F)c3[nH]2)c1	.	99	95	97	102	88	97	100
63	CCc1nnc(/N=C2\NC(=O)/C(=C/c3cccnc3)S2)s1	102	92	95	79	97	91	98	119
64	CC12c3[nH]c4ccccc4c3CCN1C(c1ccccc1)=NN2c1ccccc1 (centres undefined)	.	88	96	108	100	67	93	74
65	O=C(O)C(O)C(=O)O	98	112	103	103	109	103	108	89
66	CCSc1cc(=O)[nH]c(N)n1	99	106	102	89	100	102	101	99
67	Nc1ccc2[nH]cc(-c3c4ccsc4cc4[nH]c5ccc(N)cc5c34)c2c1	90	113	106	107	97	86	105	92
68	COc1cc(/C=C/c2nnc(-c3cc(-c4ccc(F)c(F)c4)n[nH]3)o2)cc(OC)c1OC	75	93	89	97	102	86	85	153
69	CCCCCCCCCCCCCCCCC(C(=O)OCC)C(=O)OCC	101	108	103	97	105	97	103	104
70	O=C(Nc1nccnc1OCc1ccccc1)Nc1cccc2ccccc12	84	88	90	58	85	92	88	84
71	CC1(C)OCC2OC=CC(=O)C2O1 (centres undefined)	95	122	108	119	109	86	115	113
72	CC(=O)CC1CCCCCC1	103	.	104	107	97	102	110	114
73	[O-][n+]1ccccc1CCc1cccc[n+]1[O-]	96	88	102	93	104	90	106	99
74	O=C1c2ccccc2C(=O)c2c(N=Nc3sc(=O)[nH]c3S)cccc21	93	88	100	93	110	89	96	95
75	Cc1c(Cl)c(=O)n2c(-c3ccc(Cl)cc3)csc2c1C#N	89	108	97	91	98	106	101	99
76	O=C(/C=C/c1ccccc1)N[C@@H](CO)Cc1c[nH]c2ccccc12	101	.	99	117	113	100	107	104
